Screening results deposited in PubChem by National Center for Advancing Translational Sciences (NCATS).
Menin MLL FP TR = menin-MLL binding inhibition, Texas Red mutant peptide; 0.23% of 270,000 active; Menin + Texas Red MLL mutant peptide, fluorescence polarization; Potency, µM (top dose mostly 61.6 µM), for the others: top-dose FP activity change, negative = inhibition, hits mostly inhibitors; AID 1768; O00255; active = well fitted inhibition curve with a large enough effect in the polarisation, with a control signal flat, not every such curve was filed as active; inconclusive = small, poorly fitted or top-dose-only effect, or effect the other way, or a change in a side signal; inactive = no such curve, though single readings can be large or run the other way; the % refers to the polarisation; note: potency is the fitted concentration of half-maximal effect; % of control where 0% means no effect; many of its hits are not listed in these tables
p53 reactivator = re-activators of mutant p53 | H1299 p53-A138V BP100-luciferase reporter, luminescence, 24 h | 0.063% of 320,000 active | AID 504706 | Potency, µM (highest dose often 92.2 µM), for inactives: at the highest dose activity change, positive = activation, usual class: activators; note: potency is the fitted concentration of half-maximal effect; % of control where 0% means no effect; nearly all actives have a fitted effect of over 45% in size
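H1299 (p53-null), stable ts p53-A138V + BP100-Luc; 1000 cells/well, Opti-MEM/10% FBS; cpd 4 pt, 1:5; 24 h, 37 deg C, 5% CO2; detection reagent 10 min RT; luminescence.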
NPC1 prom act = activates the NPC1 promoter. Huh7 NPC1 promoter luciferase reporter, 24 h. Potency, µM (titrated, usually from 9.22 µM), inactives show at the top dose activation, hits mostly activators. 2.4% of 320,000 active. AID 485313;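 note: potency is the fitted concentration of half-maximal effect; % of control where 0% means no effect; nearly all actives have a fitted effect of over 60% in size; reporter is driven by a mutant NPC1 promoter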
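Huh7 reporter cells (NPC1 promoter driving luciferase) are dosed with compound for 24 h at 37 °C, 5% CO2; luciferase detection reagent is then added and luminescence measured after 10 min at ambient temperature.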
Gal4-VP16 FLuc = inhibits Gal4-VP16 luciferase reporter, ROR gamma counter-screen; 3.5% of 310,000 active; AID 2546; Potency, µM (doses to about 53.6 µM), without a hit: top-dose activity, negative = inhibition, most hits filed as inhibitors; Drosophila S2 Gal4-VP16 UAS-luciferase, luminescence, 20 h;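 note: Gal4-VP16 expression switched on by copper sulfate through the metallothionein promoter; potency is the fitted concentration of half-maximal effect; % is set by controls: 0 for no effect and ±100 for the full control effect; nearly all actives have a fitted effect of over 50% in size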
BRCA1 expr act = activators of BRCA1 expression; 1.1% of 380,000 active; MCF7-BRCA1-FFLuc reporter, luminescence, 48 h; response scale: scaled: vehicle 0%, 10 µM genistein 100%; Potency, µM (top dose mostly 46.1 µM), for inactives: at the top dose activation, usual class: activators; note: potency is the fitted concentration of half-maximal effect; nearly all actives have a fitted effect of over 80% in size; some results filed as inactive show a strong effect at the top dose
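Using MCF7 cells harboring a BRCA1 firefly luciferase reporter, plated 2 h before compound pinning, the screen measured luminescence after 48 h incubation. Responses were normalized to DMSO and 10 microM genistein, then fitted for concentration-effect.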
Giardia kill = kills Giardia lamblia; Giardia lamblia trophozoite viability; activity change, % at 7.66 µM, hits read low; 0.15% of 340,000 active; AID 540267; in the data active = activity change below about -80%; inconclusive = between about -30% and that limit;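 note: parasites exposed to compound for two days anaerobically before the ATP read; % is set by controls: 0 for no effect and ±100 for the full control effect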
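Trophozoite viability was measured as ATP-dependent luminescence, read 15-30 min after reagent addition. Before that, parasites at 100 cells/well were exposed to compounds for 48 h, anaerobically, at 37 deg C.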
FLuc counter = inhibits or activates purified firefly luciferase, miR-21 counter-screen. P08659. purified FLuc, Km substrates, luminescence inhibition. Potency, µM (top dose mostly 57.5 µM), for the others: at the highest dose activity change, negative = inhibition, usual class: inhibitors. 6.9% of 360,000 active;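 note: potency is the fitted concentration of half-maximal effect; plate controls were vehicle for no effect and reference inhibitor for full effect; nearly all actives have a fitted effect of over 55% in size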
Target sequence (P08659 whole entry, looked up): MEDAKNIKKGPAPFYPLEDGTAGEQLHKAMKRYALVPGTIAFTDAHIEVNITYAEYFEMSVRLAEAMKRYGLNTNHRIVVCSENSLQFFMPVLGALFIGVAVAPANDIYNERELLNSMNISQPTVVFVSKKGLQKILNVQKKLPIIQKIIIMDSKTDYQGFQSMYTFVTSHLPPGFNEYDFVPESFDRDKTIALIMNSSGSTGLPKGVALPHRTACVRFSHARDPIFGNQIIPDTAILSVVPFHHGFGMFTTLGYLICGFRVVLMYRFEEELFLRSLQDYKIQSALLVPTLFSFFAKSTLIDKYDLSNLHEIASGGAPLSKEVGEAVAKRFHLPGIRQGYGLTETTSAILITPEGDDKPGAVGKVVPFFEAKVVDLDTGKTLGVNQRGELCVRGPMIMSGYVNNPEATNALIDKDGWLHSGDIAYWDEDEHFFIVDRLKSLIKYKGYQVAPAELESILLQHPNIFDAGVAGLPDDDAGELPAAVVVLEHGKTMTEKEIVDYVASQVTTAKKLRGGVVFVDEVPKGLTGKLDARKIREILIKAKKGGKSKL
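Purified P. pyralis luciferase (10nM final) with 10uM D-luciferin and 10uM ATP (Km levels) in 50mM Tris acetate pH 7.5, 10mM Mg acetate, 0.01% Tween-20, 0.05% BSA; qHTS 6-point titration, ~60 µM downward; luminescence read.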
Rab9 prom act = Rab9 promoter activation; Huh7 Rab9 promoter-luciferase reporter, luminescence, 24 h; 2.8% of 320,000 active; Potency, µM (series often up to 9.22 µM), for the others: top-dose activation, negative = inhibition, actives largely listed as activators; note: potency is the fitted concentration of half-maximal effect; % of control where 0% means no effect; nearly all actives have a fitted effect of over 60% in size
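Cells were plated at 1500 per well in reduced-serum medium with 10% FBS and left 2 h. Compound in DMSO was then added for 24 h at 37 °C. Reporter signal was read by luminescence after 10 min with luciferase detection reagent.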
RORg inh = inhibitors of mouse ROR gamma transcriptional activity. Drosophila S2 Gal4-RORgamma UAS-luciferase reporter, 20 h. Potency, µM (doses to about 53.6 µM), for the others: at the highest dose activity change, negative = inhibition, hits mostly inhibitors. 5.4% of 310,000 active. AID 2551; note: potency is the fitted concentration of half-maximal effect; % is set by controls: 0 for no effect and ±100 for the full control effect; nearly all actives have a fitted effect of over 60% in size
Target sequence (P51450 whole entry, looked up, the tested form may be a part): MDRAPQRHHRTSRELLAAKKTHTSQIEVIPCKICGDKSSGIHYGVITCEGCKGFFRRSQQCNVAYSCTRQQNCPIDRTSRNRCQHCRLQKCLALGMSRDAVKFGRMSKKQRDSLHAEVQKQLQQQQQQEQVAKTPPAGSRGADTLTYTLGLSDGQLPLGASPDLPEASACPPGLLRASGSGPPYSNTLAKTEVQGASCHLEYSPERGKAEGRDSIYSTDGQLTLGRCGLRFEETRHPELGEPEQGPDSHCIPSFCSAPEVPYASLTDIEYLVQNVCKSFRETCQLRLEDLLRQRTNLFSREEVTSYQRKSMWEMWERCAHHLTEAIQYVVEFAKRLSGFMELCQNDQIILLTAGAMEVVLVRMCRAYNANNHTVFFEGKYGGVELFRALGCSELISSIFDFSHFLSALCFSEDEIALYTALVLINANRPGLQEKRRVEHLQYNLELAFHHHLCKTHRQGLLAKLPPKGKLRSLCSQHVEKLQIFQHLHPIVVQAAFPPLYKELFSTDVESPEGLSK
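Compounds are pin-transferred onto Drosophila Schneider cells expressing a copper-inducible Gal4–ROR gamma transactivation domain fusion. After 1 hr, copper sulfate is added to 700 uM final; luciferase is read 20 hr later.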
PKM2 act = activators of human pyruvate kinase M2. P14618. purified PKM2, Kinase-Glo ATP luminescence, activation; response scale: 0% is enzyme alone, no compound. Potency, µM (top dose mostly 57.5 µM), without a hit: top-dose activation, most hits filed as activators. 0.34% of 260,000 active; note: potency is the fitted concentration of half-maximal effect; % is set by controls: 0 for no effect and ±100 for the full control effect; nearly all actives have a fitted effect of over 55% in size
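Purified hPK-M2 (>95% pure) converted ADP (0.1 mM final) to ATP with 0.5 mM PEP in 50 mM imidazole pH7.2, KCl, MgCl2, Tween 20, BSA; 1 h at room temperature. ATP detected by Kinase-Glo luminescence.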
ELG1 genotox = inducers of genotoxicity in HEK293T ELG1-luciferase cells. HEK293T ELG1-luciferase reporter, luminescence, 16 h. Potency, µM (top dose mostly 46 µM), inactives show top-dose activity change, positive = activation, most hits filed as activators. 1.3% of 330,000 active; note: potency is the fitted concentration of half-maximal effect; % of control where 0% means no effect; nearly all actives have a fitted effect of over 60% in size
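After overnight (16 hr) compound treatment at 37 °C, ELG1-luciferase HEK293T cells were lysed with ONE-Glo; luminescence quantified 30 min later at room temperature.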
* marks the source's active call; other numbers are inactive results. Unless noted, calls come from the whole dose curve; as a rule, active = well fitted curve in the direction sought with a large enough effect; inconclusive = small, poorly fitted or top-dose-only effect, or another doubt; inactive = no such curve, though single readings can be large; an effect the other way counts as inactive or inconclusive.

Results for CCC(C)(C)NC(=O)C(c1ccc(OC)cc1)N(C(=O)CCC(=O)Nc1cc(C)on1)c1ccccc1OC (configuration not stated) ?
Menin MLL FP TR: inconclusive; p53 reactivator: -4%; NPC1 prom act: 2%; Gal4-VP16 FLuc: -2%; BRCA1 expr act: -31%; Giardia kill: -5; FLuc counter: 5%; Rab9 prom act: 0%; RORg inh: 13%; PKM2 act: -5%; ELG1 genotox: -20%

What do the screens show for `CC(=O)Oc1ccc2c(C)c(CC(C)O)c(=O)oc2c1` (configuration not stated)?
Menin MLL FP TR: -2%; p53 reactivator: -4%; NPC1 prom act: 4%; Gal4-VP16 FLuc: 6%; BRCA1 expr act: 8%; Giardia kill: -2; FLuc counter: -1%; Rab9 prom act: -2%; RORg inh: 36%; PKM2 act: 0%; ELG1 genotox: 0%

What do the screens show for `O=C(CN1C(=O)C2CC=CCC2C1=O)Nc1ccc(S(=O)(=O)NC2=NCCCCC2)cc1` (configuration not stated)?
Menin MLL FP TR: -9%; p53 reactivator: -4%; NPC1 prom act: -1%; Gal4-VP16 FLuc: 3%; BRCA1 expr act: 5%; Giardia kill: 30; FLuc counter: -1%; Rab9 prom act: -5%; RORg inh: -3%; PKM2 act: -1%; ELG1 genotox: 0%

How did O=C(Cc1ccccc1Cl)Nc1ccc(S(=O)(=O)N2CCOCC2)cc1 do in these assays?
p53 reactivator: 2%; NPC1 prom act: -1%; BRCA1 expr act: -22%; Giardia kill: 6; FLuc counter: 0%; Rab9 prom act: -11%; ELG1 genotox: 3%

Results for CC[n+]1ccccc1/C=C/Nc1ccccc1 ?
Menin MLL FP TR: 5%; p53 reactivator: -2%; NPC1 prom act: -1%; Gal4-VP16 FLuc: 0%; BRCA1 expr act: -19%; Giardia kill: 3; FLuc counter: 2%; Rab9 prom act: -5%; RORg inh: -2%; PKM2 act: 1%; ELG1 genotox: -1%

How did CC1CCC(NC(=O)c2cc(C3CC3)nn2-c2ccccc2)CC1 (configuration not stated) do in these assays?
p53 reactivator: 12%; NPC1 prom act: 2%; BRCA1 expr act: 4%; Giardia kill: -4; FLuc counter: -3%; Rab9 prom act: 1%; ELG1 genotox: 5%

What do the screens show for `S=c1[nH]nc(CN2CCCCC2)n1-c1ccc(Cl)cc1`?
Menin MLL FP TR: 1%; p53 reactivator: 0%; NPC1 prom act: -4%; Gal4-VP16 FLuc: inconclusive; BRCA1 expr act: 9%; Giardia kill: -15; FLuc counter: -15%; Rab9 prom act: -2%; RORg inh: 7.1µM*; PKM2 act: -17%; ELG1 genotox: 3%

What do the screens show for `C=CCNC(=O)C12CC3CC(C1)CC(C(=O)NCC=C)(C3)C2`?
Menin MLL FP TR: -5%; p53 reactivator: 14%; NPC1 prom act: -4%; Gal4-VP16 FLuc: 5%; BRCA1 expr act: -3%; Giardia kill: -3; FLuc counter: 1%; Rab9 prom act: -1%; RORg inh: -13%; PKM2 act: -3%; ELG1 genotox: 0%

What do the screens show for `CCc1ccc(C2CC(c3cccc(OC)c3)n3nc(N)nc3N2)cc1` (configuration not stated)?
Menin MLL FP TR: -9%; p53 reactivator: -6%; NPC1 prom act: 1%; Gal4-VP16 FLuc: 8%; BRCA1 expr act: 26%; Giardia kill: -19; FLuc counter: 0%; Rab9 prom act: -1%; RORg inh: 3%; PKM2 act: -5%; ELG1 genotox: 0%

How did CCCCCCn1c(=O)[nH]c2nc3cc(N)c(C)cc3nc2c1=O do in these assays?
Menin MLL FP TR: -3%; p53 reactivator: -6%; NPC1 prom act: -6%; Gal4-VP16 FLuc: -14%; BRCA1 expr act: -35%; Giardia kill: 4; FLuc counter: 3%; Rab9 prom act: -6%; RORg inh: 2%; PKM2 act: inconclusive; ELG1 genotox: 7%

What do the screens show for `COc1ccc(-n2cnc3cc([N+](=O)[O-])ccc32)cc1`?
Menin MLL FP TR: 6%; p53 reactivator: 1%; NPC1 prom act: -5%; Gal4-VP16 FLuc: 26%; BRCA1 expr act: 34%; Giardia kill: 1; FLuc counter: 0%; Rab9 prom act: 2%; RORg inh: 12%; PKM2 act: 1%; ELG1 genotox: 2%

Results for COc1ccc(C(C)=O)cc1COc1cccc2cccnc12 ?
Menin MLL FP TR: inconclusive; NPC1 prom act: 1%; Gal4-VP16 FLuc: -3%; BRCA1 expr act: -17%; Giardia kill: -20; FLuc counter: 3%; Rab9 prom act: 0%; RORg inh: -22%; PKM2 act: 1%; ELG1 genotox: -2%

Results for O=c1[nH]nc(CNc2ccc(O)cc2)c2ccccc12 ?
Menin MLL FP TR: inconclusive; p53 reactivator: inconclusive; NPC1 prom act: 0%; Gal4-VP16 FLuc: -24%; BRCA1 expr act: -37%; Giardia kill: -9; FLuc counter: -15%; Rab9 prom act: -9%; RORg inh: -44%; PKM2 act: 23%; ELG1 genotox: -2%

What do the screens show for `CCOC(=O)C1CCN(S(=O)(=O)c2cccc(-c3cn4ccccc4n3)c2)CC1`?
Menin MLL FP TR: 9%; p53 reactivator: 16%; NPC1 prom act: -3%; Gal4-VP16 FLuc: -15%; BRCA1 expr act: -3%; Giardia kill: -5; FLuc counter: -2%; Rab9 prom act: -3%; RORg inh: inconclusive; PKM2 act: -1%; ELG1 genotox: -5%

What do the screens show for `CC(Sc1nnc(-c2ccccc2F)o1)C(=O)Nc1ccc(N2CCOCC2)cc1` (configuration not stated)?
p53 reactivator: 14%; NPC1 prom act: 8%; BRCA1 expr act: 26%; Giardia kill: 15; FLuc counter: -14%; Rab9 prom act: 29%; ELG1 genotox: 9%

Results for COc1ccccc1N(C)S(=O)(=O)c1ccc(C(=O)OCC(=O)NCC(F)(F)F)cc1 ?
Menin MLL FP TR: 4%; p53 reactivator: 21%; NPC1 prom act: -6%; Gal4-VP16 FLuc: 0%; BRCA1 expr act: 0%; Giardia kill: -7; FLuc counter: 1%; Rab9 prom act: 4%; RORg inh: 16%; PKM2 act: 3%; ELG1 genotox: 0%

How did Cn1cc(C(=O)c2ccccc2)cc1-c1nc2ccccc2n1C do in these assays?
Menin MLL FP TR: 7%; p53 reactivator: -3%; NPC1 prom act: 0%; Gal4-VP16 FLuc: -9%; BRCA1 expr act: 17%; Giardia kill: 6; FLuc counter: -10%; Rab9 prom act: -6%; RORg inh: 29%; PKM2 act: -5%; ELG1 genotox: -17%

How did C=C(C)C1CC=C(C)/C(=N\NC(=O)CCC(=O)Nc2ccc(C)c(C)c2)C1 (configuration not stated) do in these assays?
p53 reactivator: -1%; NPC1 prom act: 1%; Gal4-VP16 FLuc: 2%; BRCA1 expr act: -26%; Giardia kill: -7; FLuc counter: 2%; Rab9 prom act: 0%; RORg inh: 15%; PKM2 act: 7%; ELG1 genotox: -5%

Results for CCOc1ccc(CCNC(=O)c2nccnc2C(=O)O)cc1OCC ?
Menin MLL FP TR: 2%; p53 reactivator: -1%; NPC1 prom act: -1%; Gal4-VP16 FLuc: 1%; BRCA1 expr act: -1%; Giardia kill: 28; FLuc counter: 1%; Rab9 prom act: -7%; RORg inh: -24%; ELG1 genotox: 1%

What do the screens show for `CS(=O)(=O)N1N=C(c2ccc(Br)cc2)CC1c1cccs1` (configuration not stated)?
Menin MLL FP TR: -3%; p53 reactivator: 26%; NPC1 prom act: inconclusive; Gal4-VP16 FLuc: inconclusive; BRCA1 expr act: inconclusive; Giardia kill: 2; FLuc counter: 15µM*; Rab9 prom act: inconclusive; RORg inh: inconclusive; PKM2 act: 5%; ELG1 genotox: inconclusive

Results for Nc1cc2ccncc2c2ccccc12 ?
Menin MLL FP TR: -2%; p53 reactivator: -1%; NPC1 prom act: 21%; Gal4-VP16 FLuc: -23%; BRCA1 expr act: 9%; Giardia kill: 12; FLuc counter: -10%; Rab9 prom act: 0%; RORg inh: -42%; PKM2 act: -1%; ELG1 genotox: -15%

Results for O=C(O)c1ccc2c(c1)C(=O)N(C(Cc1ccccc1)C(=O)O)C2=O (configuration not stated) ?
Menin MLL FP TR: 0%; p53 reactivator: 1%; NPC1 prom act: -1%; Gal4-VP16 FLuc: -9%; BRCA1 expr act: -13%; Giardia kill: -21; FLuc counter: 1%; Rab9 prom act: 5%; RORg inh: -1%; PKM2 act: -3%; ELG1 genotox: 0%

Not all compounds are listed, so the mix of outcomes need not match the whole.
